H37Rv inhibition: M. tuberculosis growth inhibition, HTS (AID 449762); M. tuberculosis H37Rv growth inhibition, 7H9 media; higher % means a stronger effect; 330,000 compounds, 0.59% hits; inhibition, % at 25 µM, or IC50 in µM where a hit was titrated; in the data active = a potency from the dose series; inconclusive = inhibition above about 70% without an active follow-up result;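 note: bacterial growth assessed after seven days of incubation; strong numbers were not always called active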
influenza NS1A: H1N1 influenza NS1A inhibitors, functional cell based assay (AID 504329); NS1A functional cell-based assay, percent inhibition; higher % means a stronger effect; inhibition, % at 12.5 µM, or IC50 in µM where a hit was titrated; 340,000 compounds, 0.3% hits; in the data active = a potency from the dose series; inconclusive = inhibition above about 27% without an active follow-up result; note: strong numbers were not always called active
Salmonella PhoP GFP: PhoP regulon inhibitors, Salmonella typhi PhoP promoter GFP reporter, confirmatory (AID 1850); Salmonella Typhi PhoP-promoter GFP reporter, fluorescence, 4 h; higher % means a stronger effect; inhibition, % at 50 µM, or IC50 in µM where a hit was titrated; 310,000 compounds, 0.33% hits; in the data active = a potency from the dose series; inconclusive = inhibition mostly from about 25% at the one dose, without a potency; inactive = the rest, 99 in 100 with inhibition below about 19%;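 note: 0% = induced wells with vehicle and 100% = uninduced wells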
VEEV TC-83 Vero: inhibitors of VEEV TC-83 cytopathic effect, confirmation, Vero cells (AID 588727); Vero cells, VEEV TC-83 cytopathic effect inhibition; higher % means a stronger effect; inhibition, % at 20 µM, or IC50 in µM where a hit was titrated; 350,000 compounds, 0.13% hits; in the data active = a potency from the dose series; inconclusive = inhibition mostly from about 14% at the one dose, without a potency; inactive = the rest, 99 in 100 with inhibition below about 12%; note: strong numbers were not always called active
tuberculosis growth: growth inhibition of non-replicating M. tuberculosis (AID 488890); Mycobacterium tuberculosis non-replicating, growth inhibition; higher % means a stronger effect; one-dose inhibition, % at 25 µM; IC50 in µM for titrated hits; 320,000 compounds, 0.39% hits; in the data active = a potency from the dose series; inconclusive = inhibition mostly from about 82% at the one dose, without a potency; inactive = the rest, 99 in 100 with inhibition below about 76%;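 note: plate controls were DMSO cells for no effect and high antibiotic wells for full effect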
VEEV TC-83 Vero 10K pilot screen: also measured in VEEV TC-83 Vero; calls as there; inhibition, %; measured here: 10K pilot screen inhibition
* hit, by the source's call; i = inactive; ? = inconclusive; / = not tested or not shown.

Sample of the layout:
SMILES	H37Rv inhibition	influenza NS1A	Salmonella PhoP GFP	VEEV TC-83 Vero	tuberculosis growth	others
O=c1[nH]c(N2CCc3ccccc32)nc2c1CCCC2	11%	-2%	10%	2.4%	8%
Cc1ccccc1-c1nc(CS(=O)CC(=O)N2CCC3(CC2)OCCO3)c(C)o1 (configuration not stated)	-4%	2%	4%	2.0%	7%
CCCCNC(=S)N/N=C/c1ccc(OCC(=O)Nc2c(C)cc(C)cc2C)c(OC)c1	27%	-7%	-7%	1.4%	-6%
Cc1cccc(NC(=O)COc2nsnc2N2CCOCC2)c1	-8%	6%	6%	1.8%	-3%
CCN(CC)c1ccc(S(=O)(=O)N2CCOCC2)cc1NC(=O)CSc1nncn1C	-7%	-6%	/	i	18%
CCOc1cc(N2CCOCC2)c(OCC)cc1NC(=O)COc1ccc2ccc(=O)oc2c1	6%	/	2%	/	-6%
O=C(Nc1ccc2c(c1)CCC2)c1cccc(S(=O)(=O)N2CCN(c3ccccc3)CC2)c1	7%	-7%	15%	0.5%	46%
O=C(O)c1ccccc1-c1cc2ccccc2[nH]1	44%	16%	-13%	1.2%	10%
O=C(COCC(=O)N/N=C/c1ccc(F)cc1)N/N=C/c1ccc(F)cc1	-9%	4%	-7%	0.5%	-8%
Cc1ccc(C(=O)CSC2=C(C#N)C(c3ccco3)C3=C(CC(C)(C)CC3=O)N2)cc1 (configuration not stated)	-5%	21%	-4%	i	5%
COc1ccccc1NC(=O)NCC1CC1(Cl)Cl (configuration not stated)	14%	9%	-40%	i	10%
Cc1cc(NC(=O)COc2cccnc2[N+](=O)[O-])no1	-18%	7%	7%	0.9%	-3%
Cc1ccccc1NC(=O)CN(C)S(=O)(=O)c1ccc(-c2ccc(=O)[nH]n2)s1	-2%	-1%	-33%	0.9%	9%
S=C(NCc1ccccc1)NCc1cccc(Cl)c1	8%	-11%	-6%	2.3%	?
Cn1c(N)c(C(=O)NCc2ccccc2Cl)sc1=S	2%	4%	-1%	1.3%	14%
CCOC(=O)C1(Cc2ccc(O)cc2)NC(c2ccco2)C2C(=O)N(c3ccccc3F)C(=O)C21 (configuration not stated)	1%	12%	-2%	1.6%	-7%
Cc1ccc(NS(=O)(=O)c2ccc(C)c(C(=O)Nc3ccc(S(=O)(=O)Nc4onc(C)c4C)cc3)c2)cc1	/	-3%	/	0.5%	/
OC1(c2cccc(C(F)(F)F)c2)CCN(c2ncnc3c2[nH]c2ccc(F)cc23)CC1	/	-15%	/	3.2%	/
CCOc1ccc(CCNC(=O)c2cc(C)nn2-c2ccccc2)cc1	-1%	-3%	-10%	i	7%
CCOC(=O)c1sc(Nc2cccc(Cl)c2)nc1C	?	3%	4%	5.3%	9%
Cc1c(C(c2ccc(C(=O)O)cc2)c2c(C)n(C)n(-c3ccccc3)c2=O)c(=O)n(-c2ccccc2)n1C	0%	18%	1%	i	0%
C/C(=N\OC(=O)c1cccc(Cl)c1)c1sc(C)nc1C	30%	4%	19%	1.2%	77%

All compounds of this part, repeating the preview:
SMILES	H37Rv inhibition	influenza NS1A	Salmonella PhoP GFP	VEEV TC-83 Vero	tuberculosis growth	others
O=c1[nH]c(N2CCc3ccccc32)nc2c1CCCC2	11%	-2%	10%	2.4%	8%
Cc1ccccc1-c1nc(CS(=O)CC(=O)N2CCC3(CC2)OCCO3)c(C)o1 (configuration not stated)	-4%	2%	4%	2.0%	7%
CCCCNC(=S)N/N=C/c1ccc(OCC(=O)Nc2c(C)cc(C)cc2C)c(OC)c1	27%	-7%	-7%	1.4%	-6%
Cc1cccc(NC(=O)COc2nsnc2N2CCOCC2)c1	-8%	6%	6%	1.8%	-3%
CCN(CC)c1ccc(S(=O)(=O)N2CCOCC2)cc1NC(=O)CSc1nncn1C	-7%	-6%	/	i	18%
CCOc1cc(N2CCOCC2)c(OCC)cc1NC(=O)COc1ccc2ccc(=O)oc2c1	6%	/	2%	/	-6%
O=C(Nc1ccc2c(c1)CCC2)c1cccc(S(=O)(=O)N2CCN(c3ccccc3)CC2)c1	7%	-7%	15%	0.5%	46%
O=C(O)c1ccccc1-c1cc2ccccc2[nH]1	44%	16%	-13%	1.2%	10%
O=C(COCC(=O)N/N=C/c1ccc(F)cc1)N/N=C/c1ccc(F)cc1	-9%	4%	-7%	0.5%	-8%
Cc1ccc(C(=O)CSC2=C(C#N)C(c3ccco3)C3=C(CC(C)(C)CC3=O)N2)cc1 (configuration not stated)	-5%	21%	-4%	i	5%
COc1ccccc1NC(=O)NCC1CC1(Cl)Cl (configuration not stated)	14%	9%	-40%	i	10%
Cc1cc(NC(=O)COc2cccnc2[N+](=O)[O-])no1	-18%	7%	7%	0.9%	-3%
Cc1ccccc1NC(=O)CN(C)S(=O)(=O)c1ccc(-c2ccc(=O)[nH]n2)s1	-2%	-1%	-33%	0.9%	9%
S=C(NCc1ccccc1)NCc1cccc(Cl)c1	8%	-11%	-6%	2.3%	?
Cn1c(N)c(C(=O)NCc2ccccc2Cl)sc1=S	2%	4%	-1%	1.3%	14%
CCOC(=O)C1(Cc2ccc(O)cc2)NC(c2ccco2)C2C(=O)N(c3ccccc3F)C(=O)C21 (configuration not stated)	1%	12%	-2%	1.6%	-7%
Cc1ccc(NS(=O)(=O)c2ccc(C)c(C(=O)Nc3ccc(S(=O)(=O)Nc4onc(C)c4C)cc3)c2)cc1	/	-3%	/	0.5%	/
OC1(c2cccc(C(F)(F)F)c2)CCN(c2ncnc3c2[nH]c2ccc(F)cc23)CC1	/	-15%	/	3.2%	/
CCOc1ccc(CCNC(=O)c2cc(C)nn2-c2ccccc2)cc1	-1%	-3%	-10%	i	7%
CCOC(=O)c1sc(Nc2cccc(Cl)c2)nc1C	?	3%	4%	5.3%	9%
Cc1c(C(c2ccc(C(=O)O)cc2)c2c(C)n(C)n(-c3ccccc3)c2=O)c(=O)n(-c2ccccc2)n1C	0%	18%	1%	i	0%
C/C(=N\OC(=O)c1cccc(Cl)c1)c1sc(C)nc1C	30%	4%	19%	1.2%	77%
Cc1cc(OCC(=O)NC(Cc2ccc(Cl)cc2)C(=O)O)c2c(C)cc(=O)oc2c1 (configuration not stated)	0%	-1%	8%	0.9%	-6%
Cc1c(CN2CCC(CO)(CC3CCCCO3)CC2)cnn1C (configuration not stated)	-4%	-1%	-3%	0.7%	-1%
CCOC(=O)CNC(=O)C(CO)NC(=O)OCc1ccccc1 (configuration not stated)	5%	-4%	2%	0.3%	6%
More results:
SMILES	H37Rv inhibition	influenza NS1A	Salmonella PhoP GFP	VEEV TC-83 Vero	tuberculosis growth	others
CCCN(CCC)CCCNc1ccc2nnc(-c3ccc(F)cc3)n2n1	1%	-18%	4%	0.1%	/
Oc1ccc(/C=N\Nc2nncc(-c3ccccc3)n2)cc1	8%	5%	8%	1.6%	65%
O=C(Nc1nnc(-c2ccccc2)s1)c1ccccc1F	8%	2%	0%	0.8%	10%	VEEV TC-83 Vero 10K pilot screen=1.0
COC(=O)CN1C(=O)Nc2ccc(Cl)cc2C1c1ccccc1 (configuration not stated)	4%	5%	-3%	i	9%
Cc1ccc(NC(=O)C2CCCN(S(=O)(=O)c3cnc[nH]3)C2)cc1C (configuration not stated)	-4%	-7%	-6%	1.1%	-8%
COc1ccc(C(c2sc3nc(C)nn3c2O)N2CCN(CCO)CC2)cc1OC (configuration not stated)	-11%	4%	6%	1.0%	-14%
CN(C)CCCNC(=O)C(=O)Nc1ccc2c(c1)N(S(=O)(=O)c1cccs1)CCC2	7%	1%	4%	i	20%
COc1ccc(C2=NOC(C)(c3sc(-c4ccc(Cl)cc4)nc3C)C2)cc1 (configuration not stated)	11%	/	2%	/	8%
CC1(C)CCc2cc(-c3ccn(S(=O)(=O)c4ccccc4Cl)n3)ccc2O1	7%	/	3%	1.7%	6%
O=C(CNC(=O)c1ccco1)N=Nc1c(O)n(CCc2ccccc2)c2ccccc12	-1%	20%	-2%	34%	29%
c1ccc2c(CN3CCCCC3)c[nH]c2c1	-1%	2%	6%	0.9%	-9%
CCC(C)(C)C1CCC2(CC1)NC(=O)N(CC(=O)NCCc1ccc(OC)c(OC)c1)C2=O (configuration not stated)	5%	-10%	/	2.4%	36%
CN(Cc1ccccc1)CC(O)COc1ccc(CNCc2nccn2C)cc1 (configuration not stated)	-9%	2%	-6%	i	18%
O=S(=O)(Nc1cccnc1)c1cccc(Cl)c1	-3%	18%	-3%	0.9%	-11%
O=C(COC(=O)c1ccc2c(c1)OCCO2)Nc1ccc(F)cc1	/	-3%	/	0.4%	/
Cc1ccc(C(=O)NC2CC3CCC(C2)N3Cc2ccco2)cc1 (configuration not stated)	-3%	-4%	-14%	1.8%	8%
N#Cc1ccc(OCC(=O)NCC2COc3ccccc3O2)cc1 (configuration not stated)	-3%	-6%	/	2.1%	-7%
O=C(CN(Cc1ccco1)C(=O)c1ccc([N+](=O)[O-])cc1)Nc1ccccc1C(F)(F)F	-10%	-3%	/	0.5%	18%
COC(=O)CSc1nc2ccccn2c(=O)c1C=O	0%	-12%	4%	1.0%	-17%
Cc1nn(CCCC(=O)Nc2cc(Oc3ccc(F)cc3)cc([N+](=O)[O-])c2)c(C)c1[N+](=O)[O-]	?	-4%	6%	2.8%	41%
O=c1[nH]cnc2[nH]ncc12	10%	2%	-4%	1.4%	10%
COc1ccc(C2CCCN2C(=S)Nc2ccc(C)cc2Cl)cc1OC (configuration not stated)	-1%	-9%	2%	11%	16%
Cn1c(=O)c2c(nc(N3CCCCC3)n2CCSc2nc3ccccc3s2)n(C)c1=O	-1%	-23%	-16%	i	14%	VEEV TC-83 Vero 10K pilot screen=3.4
COc1ccc(C(=O)Nc2ccc(Nc3ccccc3)cc2)cc1OC	5%	3%	0%	1.2%	16%
Cc1ccc(NC(=O)CSCC(=O)NC2(C)CCS(=O)(=O)C2)cc1 (configuration not stated)	-12%	-5%	/	1.4%	-19%

Three consecutive entries from above:
SMILES	H37Rv inhibition	influenza NS1A	Salmonella PhoP GFP	VEEV TC-83 Vero	tuberculosis growth	others
Cn1c(=O)c2c(nc(N3CCCCC3)n2CCSc2nc3ccccc3s2)n(C)c1=O	-1%	-23%	-16%	i	14%	VEEV TC-83 Vero 10K pilot screen=3.4
COc1ccc(C(=O)Nc2ccc(Nc3ccccc3)cc2)cc1OC	5%	3%	0%	1.2%	16%
Cc1ccc(NC(=O)CSCC(=O)NC2(C)CCS(=O)(=O)C2)cc1 (configuration not stated)	-12%	-5%	/	1.4%	-19%

Remaining list, next part.
SMILES	H37Rv inhibition	influenza NS1A	Salmonella PhoP GFP	VEEV TC-83 Vero	tuberculosis growth	others
COc1ccccc1OCCNC(=O)c1cc(C2CC2)nc2c1cnn2C(C)C	-6%	-4%	/	10%	-1%
CSc1nsc(SCC(=O)Nc2ccccc2C(=O)O)n1	24%	0%	23%	1.2%	65%
C[C@H](CO)N1C[C@H](C)[C@@H](CN(C)S(=O)(=O)c2ccccc2)Oc2c(NC(=O)Nc3ccc4c(c3)OCO4)cccc2C1=O	3%	18%	/	10%	15%
CCOc1ccc(-c2nnc(-c3cccs3)o2)cc1OCC	49%	1%	7%	8.0%	34%
O=C(COC(=O)/C=C/c1ccc([N+](=O)[O-])cc1)NCc1ccco1	-3%	-12%	0%	0.8%	34%
CCOC(=O)N1CC=C2C(C#N)=C(N)C(C#N)(C#N)[C@H](c3ccsc3)[C@H]2C1	-5%	-3%	-11%	i	-2%
CC1=CC2=NC(=O)/C(=C\c3cccn3CCOc3ccccc3C)C(=N)N2O1	0%	11%	-1%	0.7%	-3%
CSc1nc(-c2ccco2)nn1S(=O)(=O)c1ccc(C)cc1	-1%	3%	-6%	0.6%	?
CCOc1cc(/C=N/n2c(C)nnc2C)ccc1O	0%	16%	11%	2.0%	3%
O=C(c1ccco1)N1CCN(C(=O)c2cccc3c2C(=O)N(C2CCCCC2)C3)CC1	2%	-11%	-2%	0.5%	-2%
CC1CCCN(C(=O)COC(=O)c2cc(Br)ccc2O)C1 (configuration not stated)	?	1%	/	i	?
CCOC(=O)CCn1cnc2ccc([N+](=O)[O-])cc2c1=O	-15%	-2%	15%	0.5%	-10%
CN(CC(=O)NCC(=O)Nc1ccc(F)c(F)c1F)C1CCS(=O)(=O)C1 (configuration not stated)	0%	-6%	/	1.5%	18%
Cc1ccc(NS(=O)(=O)c2ccc3c(c2)NC(=O)CCS3)c(C)c1	5%	1%	1%	4.7%	8%
